NADH coupling: inhibition of NAD/NADH coupling enzymes, library profiling. coupled PK/LDH NADH assays, four targets. IC50, µM (doses to about 10 µM), for inactives: top-dose inhibition. 65,000 compounds, 0.02% hits. AID 774;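 active means single-dose screening hits from any of four coupled enzyme assays that gave an IC50 when retested across doses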;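 further: the DPM-DC format reads NADH fluorescence rather than 340 nm absorbance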
M1 agonist: activates the M1 muscarinic receptor | AID 626 | B-score at 10 µM | 64,000 compounds, 3% hits | CHO-M1 cells, Fluo-4 calcium fluorescence, agonist mode; active compounds read high;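 active means fluorescence rise, raw or as B-score row- and column-corrected plate score, outside the 99.7% band of its plate's samples, either direction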
SF1 activator: activators of human nuclear receptor SF-1. Q13285. CHO-K1 Gal4-SF-1 LBD luciferase reporter; % increase over DMSO SF-1-specific signal. activation, % at 10 µM. 65,000 compounds, 1.9% hits;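 active means activation above the mean activation of all tested compounds plus 3 SD, cut at about 50% in these data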
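material = CHO-K1 cells with Gal4–hSF-1 LBD chimera plus Gal4-driven luciferase | compound = 10 µM single point, 1% DMSO | incubation = 20 h compound exposure at 37 °C after 1 h cell settling | measured by = SteadyLite luciferase luminescence | evaluation = percent activation relative to DMSO median and mock-transfected background | control set = DMSO negative control and −SF1 background wells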
HEK293 NFkB inh: inhibitors of the PMA/ionomycin-induced NF-kB reporter in HEK293 cells | HEK-293 NF-kB luciferase reporter, luminescence | inhibition, % at 3 µM | 62,000 compounds, 0.21% hits | AID 465;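 active means inhibition above the mean of all tested compounds plus 3 SD, cut at about 40% in these data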;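 further: 0% = stimulated DMSO wells and 100% = 10 µM reference inhibitor 5653914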
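Reagent: PMA plus ionomycin mix as NF-kB-activating stimulus. Assay system: NF-kB luciferase reporter HEK-293 cells. Technique: luminescence from luciferase substrate reagent. Incubation: 1 h compound pre-incubation, 16 h PMA/ionomycin at 37 °C. Benchmarks: DMSO only as uninhibited control, 10 µM reference inhibitor as full inhibition. Repeats: tested once.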
D1 mod: D1 dopamine receptor (human) allosteric modulation | P21728 | HEK293 D1, CRE-luciferase, dopamine EC30 potentiation; actives deviate in either direction | B-score at 10 µM | 58,000 compounds, 5.9% hits;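 active means luminescence count or its row- and column-corrected plate score outside the 99.7% band of the plate's sample wells, on either side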
Target sequence (P21728 whole entry, looked up): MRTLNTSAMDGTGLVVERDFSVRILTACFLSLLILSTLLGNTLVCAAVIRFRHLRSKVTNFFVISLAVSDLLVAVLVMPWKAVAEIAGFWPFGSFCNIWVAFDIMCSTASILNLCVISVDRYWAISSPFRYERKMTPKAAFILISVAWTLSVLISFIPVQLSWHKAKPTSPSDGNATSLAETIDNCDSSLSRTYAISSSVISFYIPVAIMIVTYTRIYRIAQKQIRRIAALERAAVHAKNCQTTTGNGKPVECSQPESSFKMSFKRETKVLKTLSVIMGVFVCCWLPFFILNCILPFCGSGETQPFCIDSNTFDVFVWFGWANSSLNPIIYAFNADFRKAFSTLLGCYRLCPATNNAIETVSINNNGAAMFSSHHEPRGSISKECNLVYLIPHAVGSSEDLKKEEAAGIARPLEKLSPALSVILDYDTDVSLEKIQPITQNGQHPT
Ecoli tolC: E. coli tolC mutant growth inhibition | growth inhibition, % at 10 µM (by protocol) | 65,000 compounds, 2.2% hits | E. coli BW25113 tolC mutant growth, OD615;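 active means growth inhibition at or above a cutoff equal to the mean over every tested compound plus 3 SD, cut at about 60% in these data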;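 further: growth measured after 20 h incubation at 37 °C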
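Test system: tolC-deleted E. coli BW25113; medium: LB with kanamycin 50 µg/mL; compound: single-point testing at 10 µM; incubation: 20 h compound exposure of bacteria at 37 °C; signal: OD at 615 nm; evaluation: growth inhibition in percent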
Jurkat tox 60K: cytotoxicity toward Jurkat cells | Jurkat E6.1 viability, ATP luminescence, 48 h | inhibition, % at 4 µM | 56,000 compounds, 1.2% hits | AID 463;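 active means inhibition above the mean inhibition of all tested compounds plus 3 SD, cut at about 28% in these data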
TNAP act mid DEA: activators of human TNAP at intermediate phosphate acceptor. 64,000 tested, under 10 active. AID 813. activation factor at 20 µM. purified TNAP, CDP-star luminescence, 100 mM DEA, 30 min; active compounds read high; scale: 0 levamisole-inhibited, 1 vehicle-only enzyme;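 active means activation factor of at least 2 at 20 µM, relative to controls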
Target sequence (P05186 whole entry, looked up): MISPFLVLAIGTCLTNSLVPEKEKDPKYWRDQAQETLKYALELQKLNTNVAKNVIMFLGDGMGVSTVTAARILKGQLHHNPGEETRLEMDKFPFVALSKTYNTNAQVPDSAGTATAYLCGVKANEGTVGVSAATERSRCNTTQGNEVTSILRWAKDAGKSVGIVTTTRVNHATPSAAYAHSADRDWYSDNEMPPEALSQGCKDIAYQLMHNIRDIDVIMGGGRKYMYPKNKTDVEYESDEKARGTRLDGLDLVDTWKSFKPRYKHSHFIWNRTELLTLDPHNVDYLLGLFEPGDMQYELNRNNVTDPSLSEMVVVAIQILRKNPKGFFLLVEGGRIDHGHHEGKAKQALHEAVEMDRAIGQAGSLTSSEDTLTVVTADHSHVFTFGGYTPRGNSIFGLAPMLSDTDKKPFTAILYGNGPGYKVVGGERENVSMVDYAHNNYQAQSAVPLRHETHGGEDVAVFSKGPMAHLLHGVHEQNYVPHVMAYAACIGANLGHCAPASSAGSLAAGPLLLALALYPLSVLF
M1 antagonist: M1 muscarinic receptor (rat) antagonism; P08482; CHO-M1 cells, Fluo-4 calcium, ACh EC80 antagonist mode; active compounds read low; B-score at 10 µM; 64,000 compounds, 3.4% hits;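 active means calcium fluorescence response, raw or row-and-column corrected B-score, differing from the plate sample mean either way at a set confidence level, mostly lower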
* hit, by the source's call; nt = not tested or not shown; [ ] = dose if it differs, or a comment.

Order of results – NADH coupling, M1 agonist, SF1 activator, HEK293 NFkB inh, D1 mod, Ecoli tolC, Jurkat tox 60K, TNAP act mid DEA, M1 antagonist
CCn1c(=NC(=O)c2ccc(S(=O)(=O)N3CCOCC3)cc2)sc2cccc(OC)c21
→ 2%[fluoresces], 1.1, 1, 10, 0.56, 17, 5, 0.9, -1.8*
CCn1c(Cn2nnc(-c3ccccc3)n2)nnc1SCC(=O)Nc1ccccc1
→ 4%, -0.58, -12, 3, nt, -15, 4, 0.9, -0.24
CC(C)[C@H](NC(=O)CCn1nnc2ccccc2c1=O)C(=O)O
→ 6%, 0.25, -9, -3, -0.88, -19, 1, 0.9, 0.12
Cc1ccc2[nH]c(=O)c(COC(=O)C3CCCO3)cc2c1 (configuration not stated)
→ 3%, -0.74, -5, -4, 0.044, -21, -4, 1, -0.081
CCOc1ccccc1N(CC(=O)O)S(=O)(=O)c1ccccc1
→ 6%, 0.65, -1, 0, -0.0013, 2, 0, 0.8, 0.49
O=C(Nc1ccc(F)cc1F)c1noc2c1CCC2
→ 2%, 0.044, 28, 0, -0.054, -8, 1, 1, 0.27
CCCNS(=O)(=O)c1ccc(CCC(=O)NCc2cccnc2)cc1
→ 4%, 0.64, 1, -3, 0.61, -16, nt, 0.9, -0.38
CCOC(=O)c1nc(N)c(=O)n(-c2ccccc2)n1
→ 9%, 0.55, -12, -7, 1.6, -12, -11, 0.9, 0.3
COc1ccc(CCn2nnnc2C(c2ccc(Cl)cc2)N2CCN(C)CC2)cc1OC (configuration not stated)
→ 1%, 0.047, 2, 1, -1.3, -22, -8, 0.9, -3.1*
O=C(CCN1CCc2ccccc2C1)Nc1ccccc1F
→ 4%, 0.42, 16, 7, -0.47, -7, -1, 0.9, 0.11
COc1ccc(N2CCN(CC(=O)Nc3ccc(-n4cnnn4)cc3)CC2)cc1
→ 6%, -0.3, 9, 4, -0.53, -12, -8, 0.8, -0.21
N#Cc1cc2ccccc2nc1SCC(=O)Nc1ccccc1N1CCOCC1
→ 1%, -0.44, 6, 3, -0.0074, 10, nt, 0.9, -0.43
COc1cc(C2/C(=C(/O)c3ccc(OCC(C)C)cc3)C(=O)C(=O)N2CCN(C)C)ccc1O (configuration not stated)
→ 2%, -1.3, 5, 1, 0.92, -2, 1, 0.9, 1
CC(C)CC(=O)Nc1ccc2oc(-c3ccncc3)nc2c1
→ 11%[fluoresces], -0.42, 55*, 4, -0.63, -19, 0, 0.9, -1.7
Cc1[nH]cnc1CSCCN
→ 6%, -1.3, 24, 2, nt, 13, -11, 0.9, 0.5
O=C(CCS(=O)(=O)c1cccs1)NC1CCCCCC1
→ 2%, 1.6, 41, -8, -0.068, -5, nt, 1, 0.67
CCNS(=O)(=O)c1ccc(S(=O)(=O)N(Cc2ccccn2)C2CCCCC2)cc1
→ 11%, 0.014, -5, 11, -0.73, -12, 4, 0.9, -0.68
CCCCn1c(NC(=O)CC)c(C#N)c2nc3ccccc3nc21
→ 7%[fluoresces], -1.2, 0, 12, 7.2*, 20, 4, 0.9, 0.28
CCC1CCCCN1C(=O)CSc1nnc(-c2ccc3c(c2)OCCO3)o1 (configuration not stated)
→ 5%, nt, -26, 22, -0.32, 20, -1, 1, nt
Cc1nnc(SCC(=O)N2CCC(c3noc4ccc(F)cc34)CC2)s1
→ 3%, -0.0085, -2, 21, -1.8, 23, 5, 0.9, -0.22
Cc1sc2nnn(CC(=O)N3CCN(C(=O)c4ccco4)CC3)c(=O)c2c1C
→ 5%, -0.97, -18, 3, 0.21, -2, 2, 1, 0.022
O=C(Nc1cccnc1)c1ccc(Cl)c(S(=O)(=O)N2CCCCCC2)c1
→ 5%, 2.4*, 5, 12, 0.069, 42, 19, 1, -0.23
COc1ccccc1Nc1nc(N)nc(CN2CCc3ccccc3C2)n1
→ 5%, -0.2, 11, -1, 0.84, 13, -4, nt, -1.7
CCOC(=O)/C(C#N)=C1/C=Cc2ccccc2N1CC
→ 1%, 0.41, -9, 12, -0.16, 2, 1, 0.8, 0.2
CN(C)S(=O)(=O)c1cccc(C(=O)Nc2cc(Cl)ccc2O)c1
→ 7%, -1.7, -7, 3, 0.11, 20, 8, 0.9, -0.87
CC(=O)NC(CC(=O)Nc1ccc(S(=O)(=O)N2CCCC2)cc1)c1ccccc1 (configuration not stated)
→ 0%, -0.32, -4, 10, 0.35, -10, 6, 0.9, -0.31
O=C1C(Cl)=C(N2CCCCC2)C(=O)N1c1ccccc1Cl
→ 3%, -0.29, 15, 1, -0.076, -7, -2, 0.9, -0.62
COc1ccccc1C(CCN(Cc1cccs1)C(C)=O)c1ccco1 (configuration not stated)
→ 6%, -0.88, 3, 7, -1.1, 47, 9, 1, 0.28
COCCCn1c(-c2ccsc2)nc2c1c(=O)[nH]c(=O)n2Cc1ccccc1
→ 9%, -0.026, 9, 15, 1.5, -7, -4, 0.9, 0.36
CCOC(=O)N1CC=C2C(C#N)=C(N)C(C#N)(C#N)[C@H](c3ccc(OC(C)C)c(OCC)c3)[C@H]2C1
→ 6%, -1.2, -30, 30, 0.13, -5, 0, 1, 0.69
COc1c(Br)cc2c(C)c(C(=O)O)oc2c1Br
→ 4%, 1.1, 49, 5, 0.045, 28, -1, 0.9, 0.26
Cc1cc(NC(=O)c2cc3nc4c(c(C(F)(F)F)n3n2)CCc2ccccc2-4)no1
→ 16%[fluoresces], -0.78, -8, 15, 0.57, -3, -3, 0.9, -0.017
Cc1csc2ncc(C(=O)Nc3ccc4c(c3)OCCO4)c(=O)n12
→ 9%, -0.012, 34, -28, -0.72, -2, -3, 1, -0.67
CCc1ccccc1N(C(=O)Cn1nnc2ccccc21)C(C(=O)NCCOC)c1ccco1 (configuration not stated)
→ 6%, -0.3, 7, 3, -1.1, -5, 1, 0.9, 0.14
COc1ccc(NS(=O)(=O)c2ccc(NS(=O)(=O)c3ccc(C)cc3)cc2)nn1
→ 4%, -0.11, -1, 15, -0.89, 8, 1, 1, 1.3
COc1ccccc1S(=O)(=O)Cc1ccc(C(=O)NCc2cccnc2)o1
→ 1%, 0.69, 6, 6, -0.0027, -20, 3, 0.9, -0.46
COC(=O)c1cc(OC)c(OC)cc1NC(=O)CSc1nnnn1Cc1ccccc1
→ 5%, 0.96, 17, 0, 0.92, 12, 2, 0.9, -0.81
O=C(Nc1ccc2oc(-c3ccccc3F)nc2c1)c1ccc2c(c1)OCCO2
→ 13%, nt, 31, 5, nt, 56, 8, 1, nt
COC(=O)C1=C(C)NC(=O)C1(NC(=O)CN1CCCC1=O)C(F)(F)F (configuration not stated)
→ 3%, -0.06, 12, 9, 0.085, -17, -6, 0.9, 0.24
CN1C(=O)CC(n2c(CO)nc3ccccc32)C1=O (configuration not stated)
→ 2%, 0.19, 18, 7, 0.23, 2, -5, 1, -0.36
CS(=O)(=O)N(CCc1ccccc1)CC(=O)NCc1ccco1
→ 4%, 0.37, -7, 6, 0.2, -12, -2, 1, -0.36
COc1ccc(NC(=O)c2ccc3c(c2)C(=O)N(Cc2cccnc2)C3=O)c(OC)c1
→ 5%, 0.13, 15, 5, 0.026, -1, -4, 1, -0.2
CCCC(=O)Nc1ccc(C(=O)NCCCn2ccnc2)cc1
→ 1%, 1.5, 8, 5, -0.73, -2, -16, 0.9, 0.43
O=C1C2CCCN2C(c2ccccc2F)N1c1ccc(Cl)cc1 (configuration not stated)
→ 3%, 0.0099, -1, 8, -0.1, -13, -2, 0.9, 0.029
CCOc1ncccc1C(=O)OCc1cn2cc(Cl)ccc2n1
→ 5%, 1.1, 4, 7, nt, 3, -3, 0.9, 0.029
Cc1cc(OCc2ccc(F)cc2)nc(-c2ccccc2O)n1
→ 5%, 0.67, -7, 12, -0.036, 32, 5, 0.9, -0.042
COc1ccccc1CNC(=O)c1ccc(S(=O)(=O)N(C)C)cc1
→ 4%, 1.4, 3, 16, -0.13, 1, -1, 1.1, 0.48
Cc1ccccc1-c1nnc(SCc2ccccc2)o1
→ 4%, -0.38, 27, -21, -0.4, 49, 3, 0.8, -0.15
O=C(CN1C(=O)NC2(CCOc3ccccc32)C1=O)Nc1ccc2c(c1)OCCO2 (configuration not stated)
→ 2%, -0.34, 11, 6, 2.3, 0, 6, 0.9, -0.0016
COc1ccccc1NC(=O)N(C1CCCC1)C1CCN(C(C)=O)CC1
→ 4%, 0.37, 28, 11, -0.29, 6, -3, 0.9, 0.15
COC(=O)c1ccccc1NC(=O)CN(C)S(=O)(=O)c1ccc(OC)cc1
→ 6%, -1, -6, 6, -0.9, -5, -2, 0.9, -0.58
CC(=O)Oc1ccccc1-c1nc(C)nc(N(C)C(C)=O)n1
→ 3%, 2.4, 13, 10, 0.0036, 1, 0, 0.9, 0.042
CCc1cccc(NC2c3ccccc3C(=O)N2c2ccc(C)cn2)c1 (configuration not stated)
→ 2%, -0.013, 20, 11, nt, 34, 5, 1, 0.55
CC1Cc2ccccc2N1C(=O)CSc1nc(-c2ccco2)cc(C(F)(F)F)n1 (configuration not stated)
→ 6%, 1.4, 5, 3, 0.36, -13, -7, 0.9, -0.2
O=S(=O)(c1cccc2cccnc12)N(CCO)CCO
→ 3%, 0.62, -11, 13, 0.2, -18, -1, 0.9, -0.089
O=c1[nH]c(-c2ccc(Cl)cc2)nc2c1cnn2-c1ccccc1
→ 7%, 0.99, -24, -6, -0.0056, -8, 10, 0.9, 1.6
Cc1ccc(C)c(NC(=O)CSc2nnc(-c3ccccc3)o2)c1
→ 4%, 0.012, 5, 0, 0.79, -3, 6, 0.9, -0.027
COc1cc(C(=O)NCc2nnc(SCC(=O)N3CCCCC3)o2)cc(OC)c1OC
→ 5%, 0.66, 13, 11, -0.67, -17, nt, 0.9, 0.31
CC1OC2C(OC1C)N(S(C)(=O)=O)CCN2S(C)(=O)=O (configuration not stated)
→ 3%, -0.0083, 9, 3, -0.14, -12, -2, 0.9, 0.49
CC(C)Oc1ccc(C(=O)NCc2ccco2)cc1
→ 2%, -0.37, 13, -8, -0.15, 14, 6, 1, -0.13
